DAGLB inh = blocks human DAGLB lipase activity | Q8NCG7 | HEK293T DAGLB membrane lysate, EnzChek fluorogenic substrate | inhibition, % at 5.17 µM | 340,000 tested, 0.059% active | AID 504411; in the data active = inhibition above about 34%;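 also: 0% = enzyme with vehicle and 100% = wells lacking enzyme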
Keap1 Nrf2 FP = disrupts human Keap1 binding to Nrf2 peptide. Q14145. Keap1 Kelch-Nrf2 peptide fluorescence polarization, 1536-well. inhibition, % at 9.4 µM. 340,000 tested, 0.15% active. AID 504523; in the data active = inhibition above about 12%;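 also: human Keap1 Kelch domain with fluorescein labeled Nrf2 9mer peptide probe; 0% = neutral control wells and 100% = peptide positive control; higher means more block of Keap1 binding to Nrf2 peptide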
LANA DNA inh = inhibitors of KSHV LANA C-terminal domain DNA binding | MBP-C-LANA/FAM-LBS DNA binding, fluorescence polarization | inhibition, % at 9 µM | 340,000 tested, 0.078% active;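 active = highest replicate inhibition at or above 60% at 9 µM, even if other replicates fall short; inactive = all replicates below 60% inhibition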;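 also: 0% = neutral control wells and 100% = 4 µM acridine orange control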
NSD2 HMT inh = inhibitors of human histone methyltransferase NSD2 | NSD2 peptide methylation, AlphaScreen, 120 min | inhibition, % at 12.5 µM | 310,000 tested, 0.54% active; in the data active = inhibition above about 50%
PKA-R2B activ = PKA-R2B complex activation; P22694+P31323; PKA-R2B holoenzyme dissociation, Cy5-IP20 fluorescence polarization; R2B truncated from residue 108, S112A mutant; 0% DMSO only, 100% 113 µM cGMP; activation, % at 11.4 µM; 340,000 tested, 0.079% active; AID 504700;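 active = activation above a cutoff set at the mean over all compounds plus 3 SD, cut at about 18% in these data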;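 also: higher means more holoenzyme dissociation and a rise in polarization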
RTF Ca sens inh = cardiac RTF calcium desensitization. P19429+P45379. IANBD-labeled cardiac RTF, Ca2+ fluorescence. inhibition, % at 7.15 µM. 340,000 tested, 0.12% active;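 active = inhibition above the mean inhibition of all tested compounds plus 3 SD, cut at about 17% in these data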;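 also: assay run at fixed EC70 calcium of 1.6 mM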
PvdQ inh = blocks Pseudomonas aeruginosa PvdQ acylase activity; purified PvdQ acylase, fluorescence plate reader; inhibition, % at 10 µM; 340,000 tested, 0.063% active; AID 488965; in the data active = inhibition above about 30%, passing the limit was not always enough;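 also: 0% = vehicle neutral wells and 100% = reference inhibitor wells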
SR-BI uptake up = enhances SR-BI lipid uptake from DiI-HDL. CHO ldlA[mSR-BI] cells, DiI-HDL uptake fluorescence, 3 h; 100 = double the neutral-control signal. activation, % at 12.5 µM. 320,000 tested, 0.096% active. AID 504775;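 active = mean replicate activation of at least 60% and every replicate at or above 60%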;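 also: 0% = median plate neutral-control signal and 100% = twice that signal; values of inactives mirror those of a sister screen read the other way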
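Material: SR-BI-overexpressing, LDLR-lacking CHO cells; schedule: compound exposure 3 h, 37 °C; reagent: DiI-labelled HDL at 10 µg/mL final; technique: bottom-read fluorescence, 550/595 nm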
SR-BI DiI inh = blocks mouse SR-BI lipid uptake from DiI-HDL; Q61009; ldlA[mSR-BI] CHO cells, DiI-HDL uptake fluorescence, 3 h; inhibition, % at 12.5 µM; 320,000 tested, 0.96% active; AID 488896;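 active = mean replicate inhibition of at least 70% and a set share of replicates each scoring 70 or more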;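 also: 0% = median of neutral control wells and 100% = median of positive control wells; values of inactives mirror those of a sister screen read the other way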
Arr AP2 block = inhibitors of human beta-arrestin and AP2 interaction; 340,000 tested, 0.31% active; FITC-arrestin peptide / GST-AP2 beads, flow cytometry; AP2 beta2 appendage carries R879A mutation; inhibition, % at 10 µM;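 active = inhibition above a set limit, near 3 SD of compounds lacking own fluorescence, cut at about 54% in these data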;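 also: plate controls were DMSO wells for no effect and 5 µM unlabelled arrestin peptide for full effect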
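Material – GST-tagged AP2 beta2-adaptin appendage (R879A) on 4 µm glutathione beads · Probe or stimulus – fluorescein-tagged arrestin peptide at 50 nM final · Timing – 12 min plus 1 h, RT · Detection – bead flow cytometry, FITC channel · Read-out basis – inhibition as reduced fluorescein signal on beads, percent · Medium – PBS plus Tween 20 (0.05%) and BSA (0.1%)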
Numbers without * were called inactive; / = no result given.

cpd	structure	RTF Ca sens inh	PKA-R2B activ	PvdQ inh	Arr AP2 block	Keap1 Nrf2 FP	LANA DNA inh	NSD2 HMT inh	DAGLB inh	SR-BI DiI inh	SR-BI uptake up
1	CCN(Cc1ccccc1)S(=O)(=O)c1cc2[nH]c(=O)c(=O)[nH]c2cc1C	-3	-6	6	2	6	0.9	/	-1	6	-6
2	Oc1ccc2ccccc2c1C=NCc1ccccc1	-2	-8	-7	12	-2	-2.4	41	1	/	/
3	Cc1cc(=O)[nH]c2c1c(C)nn2C(C)(C)C	-3	-3	-19	-3	0	0.1	-2	-5	4	-4
4	O=C(c1ccccc1)c1c[nH]c2cc3c(cc2c1=O)OCCO3	-4	-8	-21	-5	-2	0.1	-1	-3	-8	8
5	COCCn1c(N)c(N(Cc2ccccc2)C(=O)c2ccc(-c3ccc(Cl)cc3)o2)c(=O)[nH]c1=O	-3	-1	12	8	-2	-0.2	-1	6	21	-21
6	CC(NC(=O)CCCc1c[nH]c2ccccc12)c1ccc(F)cc1 (centres undefined)	1	-5	0	3	-4	3.9	3	-1	-2	2
7	CN=C(Nc1ccc(C)c(C)c1)SC1CC(=O)N(c2ccc(OC)cc2)C1=O (centres undefined)	8	-1	-6	7	2	0.1	-3	-4	4	-4
8	COc1ccccc1C(=O)Nc1ccccc1SC(=O)c1ccccc1OC	-6	2	-11	5	-3	2.8	-2	0	-16	16
9	CC1CCN(C(=O)c2[nH]cnc2C(=O)Nc2ccc(Cl)cc2)CC1	-12	2	5	5	3	-1.8	/	0	-23	23
10	CN1C(=O)C(C)(C)c2cc(S(=O)(=O)N(C)Cc3ccccc3)ccc21	-6	-7	-10	-1	4	0.6	/	1	-32	32
11	CCN(Cc1ccccc1)C(=O)CN1C(=O)c2ccccc2S1(=O)=O	-2	-6	-8	39	-1	-2.8	-1	0	-18	18
12	CCC(C(=O)O/N=C(\N)c1cccc(C)c1)c1ccccc1 (centres undefined)	-4	-3	5	14	1	1.4	0	-10	16	-16
13	CC(C)c1ccc(NC(=O)C2CCC(CNC(=O)[C@@H]3Cc4ccccc4CN3)CC2)cc1 (some centres undefined)	0	-7	1	-7	4	-1.2	0	0	44	-44
14	CC(C)(C)c1nnc(NC(=O)C2CCN(c3ncccn3)CC2)s1	-7	-4	4	1	0	0.5	-3	-3	56	-56
15	Cc1ccc(C(=O)NCC(=O)N2CCCN(S(=O)(=O)c3ccc(C)cc3)CC2)cc1	-10	-6	6	15	-2	-1.5	-1	-4	21	-21
16	Cc1ccc(S(=O)(=O)N2CCC(C(=O)NC3CCCCC3C)CC2)cc1 (centres undefined)	0	8	-4	-11	5	1.0	6	-2	-29	29
17	CCCCCCCCNCCS(=O)(=O)NCCCCCCCC	-6	-12	-12	-6	-2	-1.7	/	-5	7	-7
18	COc1cccc(NC(=S)NNC(=O)Cn2nc(C(F)(F)F)cc2C)c1	-2	-8	-1	-3	-2	-1.0	1	4	-31	31
19	Cc1nn(S(=O)(=O)c2ccc(C(C)(C)C)cc2)c(C)c1S(=O)(=O)N1CCOCC1	-4	-2	-8	25	-2	1.3	-1	0	-3	3
20	O=C(CN1C(=O)NC(c2ccccc2)(c2ccccc2)C1=O)N1CCN(c2ccc(F)cc2)CC1	1	0	-9	13	-8	0.2	-1	0	10	-10
21	CCCOC(=O)Nc1ccc(N2CCCCC2)cc1	-1	9	2	25	0	-0.8	9	3	1	-1
22	O=C(Cc1coc2ccc3ccccc3c12)NCc1ccccc1	-3	3	-3	20	1	-0.9	0	-4	8	-8
23	O=C(Nc1c2c(nn1-c1ccc(Cl)cc1)CS(=O)(=O)C2)c1ccccc1	1	-3	-7	-10	0	-0.1	1	-1	14	-14
24	CC(=O)Nc1ccc(SCC(=O)NNC(=O)CN(C)S(=O)(=O)c2ccc(C)cc2)cc1	-15	-6	-16	0	-9	-1.0	-2	2	-8	8
25	CN(C1CCCCC1)S(=O)(=O)c1ccc(NC(=S)NC(=O)c2cccs2)cc1	-5	-14	-2	-10	-3	0.8	13	-5	6	-6
26	O=C1CCCc2ccc3ccccc3c21	-1	3	-15	-2	-3	-5.0	-2	-3	1	-1
27	Cc1ccc(C(=O)Nc2ccc(N3CCN(C)CC3)nc2)cc1	-5	0	-13	-9	-5	2.2	-2	1	1	-1
28	O=C(Nc1cc(S(=O)(=O)N2CCOCC2)ccc1O)c1ccc(NS(=O)(=O)c2ccc(Cl)s2)cc1	-10	-5	3	30	-2	0.5	1	3	-35	35
29	Oc1cc2c(cc1O)CN(C(=S)NCCc1ccc(Cl)cc1)CCC2	13	0	-5	24	-10	-1.6	/	11	37	-37
30	O=C1CN(C(=O)OCc2ccccc2)c2ccccc2N1	-2	-7	-24	-9	-3	-2.1	3	0	-14	14

Part of the list above, limited to Keap1 Nrf2 FP, NSD2 HMT inh and SR-BI uptake up.
| nr | canonical_smiles | Keap1 Nrf2 FP | NSD2 HMT inh | SR-BI uptake up |
| --- | --- | --- | --- | --- |
| 26 | O=C1CCCc2ccc3ccccc3c21 | -3 | -2 | -1 |
| 27 | Cc1ccc(C(=O)Nc2ccc(N3CCN(C)CC3)nc2)cc1 | -5 | -2 | -1 |

Continuation:
cpd	structure	RTF Ca sens inh	PKA-R2B activ	PvdQ inh	Arr AP2 block	Keap1 Nrf2 FP	LANA DNA inh	NSD2 HMT inh	DAGLB inh	SR-BI DiI inh	SR-BI uptake up
31	C=CC12C=CC=CN1C(C(=O)OC)=C(C(=O)OC)C(C(=O)OC)=C2C(=O)OC (centres undefined)	1	0	11	12	-2	0.1	3	-4	6	-6
32	Nc1nnc(SCC(=O)OCC(=O)c2ccccc2Br)s1	0	2	12	-6	3	0.1	-9	1	-12	12
33	C=CCn1c(O)c(N=NC(=S)Nc2ccccc2F)c2cc(S(=O)(=O)N3CCOCC3)ccc21	2	0	11	50	0	-0.9	11	8	53	-53
34	N=c1oc2ccccc2cc1C(=O)Nc1ccccc1	-1	-2	-19	43	-3	3.2	-3	-3	-28	28
35	CCOc1ccccc1NC(=O)CCCCCN1C(=O)[C@@H]2Cc3ccccc3CN2C1=O	8	10	4	50	5	-3.8	3	-2	65	-65
36	COc1cc(C(=O)Nc2ccccc2C(=O)NCc2cccnc2)cc(OC)c1OC	-10	-4	-15	7	-2	1.2	11	3	/	/
37	CCc1cccc(N=c2c([N+](=O)[O-])nn(-c3ccc(Cl)cc3)n2O)c1	7	-7	0	-2	-1	-1.7	5	14	17	-17
38	C[C@H]1COC(=O)[C@@H](Cc2ccc(F)cc2)C/C=C\C[C@@H](CC(=O)N[C@@H](CO)Cc2ccccc2)C(=O)N1	-17	0	-13	1	-2	-0.4	/	2	1	-1
39	Cc1ccc(S(=O)(=O)NC(=O)Nc2c(C)cccc2C)cc1	-13	-1	-19	-7	1	0.3	4	-2	-7	7
40	O=C(COc1ccc2c(-c3ccccc3)cc(=O)oc2c1)NCc1ccccn1	-2	-7	-2	6	6	-0.6	/	-5	11	-11
41	COCCOC(=O)c1[nH]c2c(c1C)C(=O)C(C(=O)OC)C(C)C2 (centres undefined)	0	0	26	9	-4	1.1	/	2	6	-6
42	S=c1[nH]c2cc(Cl)c3cccnc3c2o1	1	9	-16	2	-9	7.9	5	1	-18	18
43	O=C(CCCN1C(=O)c2ccccc2C1=O)Nc1ccc2c(c1)OCCO2	-21	1	-4	11	-3	-0.7	0	0	-18	18
44	COc1ccc(N2C(=O)CC(SCc3ccc(Cl)cc3)C2=O)cc1 (centres undefined)	1	-2	-7	8	-1	-0.3	-3	-8	-4	4
45	O=C(c1ccc([N+](=O)[O-])cc1)N1CCN(C(=O)c2ccco2)CC1	-4	-1	-3	2	0	3.0	-8	2	-5	5
46	CCN(C1CCS(=O)(=O)C1)S(=O)(=O)c1ccc(OC)c(OC)c1 (centres undefined)	-9	-17	6	-5	1	1.1	-1	-1	-27	27
47	FCCCOc1ccc(-c2ccnc(-c3ccccc3)n2)cc1	1	3	-12	-6	-1	-0.5	-3	-16	2	-2
48	COc1ccc(CCNC(=O)c2sc3nc4n(c(=O)c3c2C)CCC4)cc1	-23	-6	11	9	-2	-0.5	0	-4	-6	6
49	CN(C(=O)c1ccc(NC(=O)Cc2ccc(NC(=O)C3CCN(C(=O)C4CCC4)CC3)cc2)cc1)C1CCCC1	-7	-5	-12	-16	-3	-0.3	/	-2	2	-2
50	C=CCN1c2ccccc2[C@]23C[C@@H](C(=O)OC)N(C(=O)c4ccc(Br)cc4)C2=NC(C(=O)OC)=C(C(=O)OC)[C@H]13	1	-1	19	17	-3	-3.4	/	0	-15	15
51	NC(=O)CN1CCN(c2nc(-c3ccc(F)cc3)cs2)CC1	-12	10	-15	-7	-7	-0.4	1	1	-4	4
52	Fc1ccccc1CSc1nncn1NCc1cccs1	-7	4	10	3	1	-2.3	0	-2	17	-17
53	N#Cc1ccc(-c2ccc(OCC(=O)Nc3cccnc3)cc2)cc1	1	-14	-9	-2	-1	0.4	/	0	-5	5
54	O=C(COC(=O)c1ccc(Br)o1)Nc1ncc(Cl)cc1Cl	0	11	-3	-3	1	2.1	2	-3	-8	8
55	COc1ccccc1NC(=O)C1=C(C)NC2=C(C(=O)CCC2)C1c1ccc(C)o1 (centres undefined)	-3	10	-5	0	-5	-1.2	5	3	10	-10
56	COc1ccccc1CN(C)CC(=O)NC(=O)NC1CCCCC1	-9	8	3	32	1	0.5	0	-3	-13	13
57	COc1ccc(CN2CCC(n3nccc3NC(=O)CCc3ccccc3)CC2)c(C)c1C	-5	-7	4	1	5	-0.2	1	3	33	-33
58	Cc1ccc(NC(=O)COc2ccc(N3CC(C(N)=O)CC3=O)cc2)c(C)c1 (centres undefined)	7	9	2	26	-1	-0.6	-4	0	/	/
59	S=c1[nH]nc(-c2ccccn2)n1/N=C/c1ccccc1	-1	-11	-6	-10	-2	-0.3	-2	-1	-17	17
60	COc1ccc(CNC(=O)c2cnc3scc(C)n3c2=O)cc1	-6	4	-17	6	-6	0.9	/	-1	-5	5
61	CN(CC(=O)NCc1ccco1)S(=O)(=O)c1ccc2c(c1)n(C)c(=O)c(=O)n2C	2	-5	0	-12	-6	1.3	-4	0	-4	4
62	CSc1ccc(C#N)cc1NC(=O)c1ccccc1C	1	6	-5	15	1	0.5	-5	-2	55	-55
63	CN(Cc1c(F)cccc1Cl)C(=O)C1CC(=O)N(CCc2ccccc2)C1 (centres undefined)	-1	-2	-14	-13	3	0.3	1	2	-4	4
64	C[C@@H](CN1C2=NC[C@H](C)N2C[C@H]1Cc1ccc(O)cc1)NC(=O)CCC1CCCCC1	-14	-11	-3	0	2	2.2	/	-2	1	-1
65	Cc1ccc(S(=O)(=O)N(C)C)cc1NC(=O)c1cc(-c2ccncc2)nc2ccccc12	-2	-8	-12	-6	-5	-0.6	-1	4	36	-36
